GDH-TPI inh: inhibits GDH-TPI coupling enzymes, artifact for Mtb FBA screen; 360,000 compounds, 1.2% hits; GDH-TPI coupled enzyme counterscreen, NADH absorbance; inhibition, % at 4.8 µM; AID 588335; in the data active means inhibition above about 30%;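 further: 0% = DMSO wells and 100% = wells lacking the enzyme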
FadD28 FP inh: M. tuberculosis FadD28 bisubstrate binding inhibition. FadD28 bisubstrate probe binding, fluorescence polarization. inhibition, % at 12.5 µM. 360,000 compounds, 0.22% hits. AID 588549; in the data active means inhibition above about 8.5%, passing the limit was not always enough; inconclusive means no clear call, values can overlap the other calls
Mtb BioA inh: BioA (M. tuberculosis) enzyme inhibition. purified M. tuberculosis BioA enzyme, plate reader. 360,000 compounds, 0.096% hits. inhibition, % at 9.99 µM. AID 602481; in the data active means inhibition above about 40%; inconclusive means no clear call, values can overlap the other calls
BH1578 lux ind: inducers of Vibrio cholerae quorum light production without autoinducers; V. cholerae BH1578 lux reporter, luminescence, 6 h; activation, % at 18.7 µM; 350,000 compounds, 0.16% hits; AID 588436; in the data active means activation mostly above about 9.7%, no sharp cut-off; inconclusive means no clear call, values can overlap the other calls; inactive means mostly below about 3.7%; further: not every result past the cut was called active; inactives centre near 0; reference of the scale not given here
FBA Mtb inh: inhibits M. tuberculosis FBA enzyme; inhibition, % at 1 µM; P9WQA3; 360,000 compounds, 2.3% hits; purified M. tuberculosis FBA, fluorescence read-out; in the data active means inhibition above about 27%;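 further: 0% = vehicle and 100% = reference inhibitor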
Target sequence (P9WQA3 whole entry, looked up): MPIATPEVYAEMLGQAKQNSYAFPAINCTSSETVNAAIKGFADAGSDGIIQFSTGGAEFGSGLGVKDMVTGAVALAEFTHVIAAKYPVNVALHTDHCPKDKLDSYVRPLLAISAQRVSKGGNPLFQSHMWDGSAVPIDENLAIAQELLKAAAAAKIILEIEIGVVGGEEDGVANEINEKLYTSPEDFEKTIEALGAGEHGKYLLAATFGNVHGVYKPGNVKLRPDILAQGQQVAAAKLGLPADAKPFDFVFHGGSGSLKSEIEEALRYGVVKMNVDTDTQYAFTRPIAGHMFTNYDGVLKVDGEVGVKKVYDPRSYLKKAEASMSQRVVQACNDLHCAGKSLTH
Y pestis TopoI: Y. pestis Topo-I inhibition via cleavage products; Y. pestis Topo-I cleavage product accumulation, plate reader; activity, % at 10 µM; 360,000 compounds, 0.064% hits; AID 504884; in the data active means activity above about 50%, passing the limit was not always enough; inconclusive means no clear call, values can overlap the other calls; further: inactives centre near 2
PfHsp40 rescue: compounds rescuing yeast from Plasmodium falciparum HSP40 toxicity | growth rescue, % at 12.5 µM | 340,000 compounds, 0.68% hits | AID 504582 | S. cerevisiae expressing PfHsp40, growth rescue, ATP luminescence; in the data active means growth rescue above about 28%, passing the limit was not always enough; inconclusive means no clear call, values can overlap the other calls;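 further: yeast W303a lacking pdr1 and pdr3 grown in galactose medium; growth measured after three days at 30 °C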
TcdB inh: inhibitors of Clostridioides difficile toxin B glycohydrolase; TcdB glycohydrolase enzymatic assay, plate reader; 350,000 compounds, 0.24% hits; inhibition, % at 9.99 µM; P18177; in the data active means inhibition above about 10%
UGM FP inh: Mtb UDP-galactopyranose mutase inhibition. purified UGM, fluorescence polarization probe displacement. 320,000 compounds, 0.06% hits. inhibition, % at 10 µM; in the data active means inhibition above about 10%, passing the limit was not always enough; inconclusive means no clear call, values can overlap the other calls
Target sequence (P9WIQ1 whole entry, looked up): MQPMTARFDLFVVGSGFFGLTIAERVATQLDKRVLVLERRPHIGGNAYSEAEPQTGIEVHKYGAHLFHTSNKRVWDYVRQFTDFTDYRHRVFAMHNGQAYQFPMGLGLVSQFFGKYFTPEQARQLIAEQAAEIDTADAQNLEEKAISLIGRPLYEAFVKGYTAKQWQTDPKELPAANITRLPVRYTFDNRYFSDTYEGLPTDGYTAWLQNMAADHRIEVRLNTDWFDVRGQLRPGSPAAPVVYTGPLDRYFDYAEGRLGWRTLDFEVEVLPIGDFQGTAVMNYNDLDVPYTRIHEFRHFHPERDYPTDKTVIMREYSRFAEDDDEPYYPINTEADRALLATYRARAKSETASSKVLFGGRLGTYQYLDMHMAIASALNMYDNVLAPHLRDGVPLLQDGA
Starred values were filed as active, the others as inactive; i = inactive; ? = inconclusive; . = no result given; & = joins results of further samples.

no.	structure	GDH-TPI inh	FadD28 FP inh	Mtb BioA inh	BH1578 lux ind	FBA Mtb inh
1	c1csc(-c2noc(COc3ccc4c(c3)CCCC4)n2)c1	7	0.4	-1.7	-1.9	-2
2	O=C(NC(=S)Nc1ccccc1[N+](=O)[O-])c1cncc(Br)c1	4	-1.0	2.7	-0.7	1
3	COc1ccc(C(=O)NCCS(=O)(=O)N2CCc3ccccc3C2)cc1	2	-1.7	-2.0	i	3
4	CC(=O)[C@H]1CC[C@H]2[C@@H]3C=CC4=CC(=O)CC[C@@]4(C)[C@@H]3CC[C@]12C	12	-3.6	16	-0.5	6
5	Cc1c(C(=O)NCc2n[nH]c(=S)n2-c2ccc(F)cc2)cccc1[N+](=O)[O-]	5	0.5	.	-0.5	0
6	CCC(C)C(=O)Nc1c2c(nc3c1CCC3)CCCC2 (centres undefined)	4	0.0	-1.0	i	1
7	CCOC(=O)C1CCN(C(=O)Cc2c(C(=O)O)n(C)c3ccccc23)CC1	12	0.7	-0.4	6.2	2
8	O=C(N/N=C\c1ccoc1)c1ccco1	-5	-2.1	4.2	i	5
9	CCN(c1ccc(OC)cc1)S(=O)(=O)c1ccc2c(c1)CC(C)N2C(=O)C1CC1 (centres undefined)	2	-4.5	.	i	0
10	CCOC(=O)c1ccc(NC(=O)Oc2ccccc2)cc1	18	1.8	-0.8	-4.0	-3
11	N#C/C(=C\c1cccs1)Sc1nc2ccccc2s1	9	-4.2	.	i	101*
12	Cc1ccc(-n2cccn2)cc1	-10	-5.1	.	-0.4	3

no.	Y pestis TopoI	PfHsp40 rescue	TcdB inh	UGM FP inh
1	-5	-1.5	.	0.4
2	-5	-0.6	-5.8	0.0
3	7	-0.7	1.5	-0.3
4	-2	-1.5	1.3	-0.3
5	-6	-0.6	3.1	1.3
6	4	7.3	.	-2.5
7	12	-0.1	.	-2.6
8	1	0.5	1.4	1.7
9	25	0.5	1.8	1.7
10	3	0.4	.	1.5
11	14	3.7	.	1.0
12	3	-0.7	4.8	-0.4

More records follow:
no.	structure	GDH-TPI inh	FadD28 FP inh	Mtb BioA inh	BH1578 lux ind	FBA Mtb inh
13	Nc1nc(N=Nc2ccc(O)cc2)cc(=O)[nH]1	20	-1.1	7.9	-0.3	-21
14	COc1ccc(C(=O)O)cc1N1C(=O)Nc2ccccc2N1O	-3	-2.4	.	-0.3	8
15	Cc1c(C(=O)N2CCC3(CC2)OCCO3)oc2ccc(S(=O)(=O)N3CCCCC3)cc12	2	-2.8	.	i	-2
16	COc1ccc(-c2nc[nH]c2[N+](=O)[O-])cc1	5	1.5	.	1.7	-3
17	Cc1ccc(Sc2ncccc2/C=N/O)cc1	-5	-1.2	2.4	5.5	-3
18	COc1ccc2c(c1)CCCC21NC(=O)N(CC(=O)N2CC(C)OC(C)C2)C1=O (centres undefined)	1	-1.4	-1.3	-0.6	3
19	CCN(CC)S(=O)(=O)c1ccc(N2C(=O)Nc3ccccc3N2O)cc1	-7	-1.8	-2.7	-0.9	3
20	Cc1cc(C)c(C)c(S(=O)(=O)N2C(=S)NC(=O)C2C(C)C)c1C (centres undefined)	3	-0.3	-1.6	i	0
21	CC(C)Oc1ccc(NC(=O)c2ccncc2)cc1	2	-0.7	-1.4	i	-5
22	CCn1c(CC(=O)Nc2ccc(C)cc2)nnc1SCC(=O)NCCc1ccccc1	4	-1.2	.	2.2	3
23	O=C(Nc1ccc(C(=O)O)cc1)/C(=C\c1cccc([N+](=O)[O-])c1)NC(=O)c1ccc(Br)o1	13	-2.3	.	-0.8	-1
24	C[C@H](NC(=O)c1[nH]cnc1C(=O)Nc1ccc(CNC(=O)OC(C)(C)C)cc1)C(=O)OCc1ccccc1	-3	0.1	-4.1	-8.3	-1

no.	Y pestis TopoI	PfHsp40 rescue	TcdB inh	UGM FP inh
13	1	.	2.3	.
14	-3	-1.1	0.1	-2.5
15	-6	-0.1	.	4.1
16	10	0.2	0.8	1.8
17	7	?	-0.1	0.4
18	-1	1.6	1.0	-0.2
19	0	?	.	-0.1
20	-3	?	.	2.8
21	1	-1.1	.	-0.9
22	21	0.7	.	-3.0
23	-12	-0.3	0.4	1.4
24	21	1.2	0.0	0.0

Record cards, as listed above. Order of screens: GDH-TPI inh | FadD28 FP inh | Mtb BioA inh | BH1578 lux ind | FBA Mtb inh | Y pestis TopoI | PfHsp40 rescue | TcdB inh | UGM FP inh
`C[C@H](NC(=O)c1[nH]cnc1C(=O)Nc1ccc(CNC(=O)OC(C)(C)C)cc1)C(=O)OCc1ccccc1` in the list: -3 | 0.1 | -4.1 | -8.3 | -1 | 21 | 1.2 | 0.0 | 0.0
`COc1ccc2c(c1)CCCC21NC(=O)N(CC(=O)N2CC(C)OC(C)C2)C1=O` (centres undefined) in the list: 1 | -1.4 | -1.3 | -0.6 | 3 | -1 | 1.6 | 1.0 | -0.2
`CC(C)Oc1ccc(NC(=O)c2ccncc2)cc1` in the list: 2 | -0.7 | -1.4 | i | -5 | 1 | -1.1 | . | -0.9

(list continues)
no.	structure	GDH-TPI inh	FadD28 FP inh	Mtb BioA inh	BH1578 lux ind	FBA Mtb inh
25	O=C1CCCN1c1ccc(S(=O)(=O)NCc2ccc(F)cc2)cc1	-1	0.6	.	0.7	-2
26	CCC(CO)Oc1cc(NCc2ccc(Cl)cc2)c2ncn(C(C)C)c2c1 (centres undefined)	-1	-0.4	1.4	i	0
27	CN1CCN(S(=O)(=O)c2cccc(C(=O)Nc3ccccc3N3CCOCC3)c2)CC1	7	-1.3	.	i	-1
28	CCOC(=O)c1c(NC(=O)CCN2CCOCC2)sc(C)c1-c1ccccc1	-7	-4.2	.	0.4	-1
29	O=C(O)CC(CN1C(=O)c2ccccc2C1=O)c1ccccc1 (centres undefined)	2	0.1	-1.1	-0.3	2
30	CC(C)NC(=O)Nc1cccc2c1O[C@H](CN(C)C(=O)Nc1ccccc1)[C@@H](C)CN([C@H](C)CO)C2=O	-13	-1.4	-0.3	-4.0	-1
31	CCCC1C2CN(C(C)=O)CC=C2C(C#N)=C(N)C1(C#N)C#N (centres undefined)	10	0.7	-3.2	11	5
32	CCOc1ccc(N(C)C(=O)CCc2nnc3ccc(N4CCC5(CC4)OCCO5)nn23)cc1	16	-1.5	0.1	-0.3	-4
33	CC1=C(C#N)C(=O)NC(C)(C)C1	-1	-1.2	-2.7	.	2
34	Cc1cccc(CSCC(=O)NCc2ccc(S(N)(=O)=O)cc2)c1	-2	-3.9	-0.5	-0.2	-1
35	CN(C)C(CNc1ccc([N+](=O)[O-])cc1C#N)c1ccccc1 (centres undefined)	5	0.6	.	-0.6	-5
36	O=C(N/N=C/c1cc([N+](=O)[O-])ccc1O)c1ccc(COc2ccc3c(c2)CCC3)o1	-7	-4.4	-1.8	i	-1

no.	Y pestis TopoI	PfHsp40 rescue	TcdB inh	UGM FP inh
25	-1	-0.9	0.9	-3.4
26	5	0.3	-0.4	3.8
27	0	-0.8	-0.4	0.6
28	18	-1.2	3.6	-2.5
29	-1	-0.7	0.3	0.2
30	-11	-0.4	-0.1	-0.2
31	-9	-1.4	.	-1.1
32	2	0.3	1.6	-2.8
33	1	1.1	0.5	1.6
34	8	1.0	-2.5	-1.9
35	-2	0.0	0.7	-2.1
36	5	1.0	1.6	1.3

Remaining list, next part:
no.	structure	GDH-TPI inh	FadD28 FP inh	Mtb BioA inh	BH1578 lux ind	FBA Mtb inh
37	c1ccc(CCNC2CCCCCC2)cc1	-9	0.3	-2.2	i	0
38	CC1(C)c2ccccc2N2CC(=O)N[C@@]21/C=C/C=C/c1ccccc1	5	-2.5	.	-1.0	4
39	CCOC(=O)c1cnc(-c2ccccc2)nc1N(C)C	6	-1.5	0.4	i	0
40	CCN(CC)CCCN1C(=O)C(O)=C(C(=O)c2cc3cccc(OC)c3o2)C1c1ccncc1 (centres undefined)	3	-1.2	-0.9	i	0
41	C[C@H](CO)N1C[C@H](C)[C@@H](CN(C)S(=O)(=O)c2ccc(F)cc2)Oc2ccc(NC(=O)NC3CCCCC3)cc2C1=O	6	0.5	-3.2&1.3	i	-2
42	COc1cc(C(=O)N2C(=O)c3cccc(N)c3C2=O)cc(OC)c1OC	2	0.1	.	0.7	3
43	COc1ccc(OC)c(-c2cc(C(=O)Nc3c(C)nn(Cc4ccc(Cl)cc4)c3C)no2)c1	12	-2.9	-0.2	-0.3	-1
44	N#Cc1ccccc1S(=O)(=O)N1CCN(C(=O)C2COc3ccccc3O2)CC1 (centres undefined)	4	0.7	-0.4	i	1
45	CCN(CC)C(C)C(=O)NCC1(c2ccccc2)CCOCC1 (centres undefined)	-15	-2.8	.	-0.1	-17
46	CN(C)CCNC(=O)C(=O)NCC1OCCN1S(=O)(=O)c1ccc2c(c1)OCCO2 (centres undefined)	0	-3.6	.	i	0
47	O=C(Cc1ccccc1)NCC(=O)N/N=C/c1cccnc1	0	-0.6	.	-0.6	1
48	Cc1cc2[nH]c3ccccc3c2c(C)n1	10	-0.8	.	-0.3	15

no.	Y pestis TopoI	PfHsp40 rescue	TcdB inh	UGM FP inh
37	0	0.2	1.3	-3.5
38	4	0.1	0.9	-3.4
39	5	-1.6	-0.8	0.8
40	-1	-0.7	.	-0.9
41	14	1.2	-1.2&-2.3	.
42	8	-0.2	1.6	.
43	5	1.4	.	2.9
44	1	0.2	1.1	-1.4
45	-5	-1.0	.	-0.5
46	0	0.3	0.4	0.0
47	5	0.6	0.4	-1.9
48	-7	-1.1	1.5	1.8

New compounds follow
no.	structure	GDH-TPI inh	FadD28 FP inh	Mtb BioA inh	BH1578 lux ind	FBA Mtb inh
49	O=c1cc(N=Nc2ccc(Cl)cc2)[nH]c(=O)[nH]1	3	1.8	-3.9	0.6	0
50	CS(=O)(=O)Nc1ccc2[nH]c(=O)[nH]c2c1	-3	-3.5	.	-1.0	1
51	COc1cc(C2C(C#N)=C(N)Oc3c2ccc2ccccc32)ccc1OCC(=O)Nc1ccccc1C (centres undefined)	2	0.1	-0.8	-2.9	-3
52	CC(=O)Nc1ccc(S(=O)(=O)N2c3ccccc3C(C)=CC2(C)C)cc1	1	-7.5	.	-0.3	-3
53	Oc1ccc(Cl)cc1C=NN1CCCCCC1	22	0.3	.	7.7	2
54	CCOc1ccc(-c2c(C(=O)N/N=C/c3sccc3C)nnn2-c2nonc2N)cc1	24	-9.4	1.0	-0.3	-1
55	CCN(CC)S(=O)(=O)c1ccc(OC)c(NC(=O)CSc2cc(Cl)ccc2Cl)c1	0	-4.9	-0.3	-0.4	0
56	COc1ccc(-n2c(COc3ccccc3)nnc2SCC(N)=O)cc1	-6	-2.5	11	i	0

no.	Y pestis TopoI	PfHsp40 rescue	TcdB inh	UGM FP inh
49	-6	2.5	1.0	1.5
50	0	1.5	.	2.6
51	1	-0.4	.	-0.5
52	3	0.0	1.4	-0.4
53	13	-1.2	-0.4	.
54	-1	0.6	1.0	-3.3
55	31	0.6	.	-0.1
56	-1	-1.0	.	-2.2

Source: PubChem BioAssay
